Source: PubChem BioAssay
Rtt109 HAT inh: blocks Candida albicans Rtt109/Vps75 acetyltransferase activity. purified Rtt109/Vps75, ThioGlo CoA-SH fluorescence, 4 h. inhibition, % at 34.9 µM. 330,000 compounds, 0.16% hits;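 active = inhibition of at least 50% in every replicate; inconclusive = best replicate reaches 50% inhibition but some replicates fall short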
Target sequence (Q5AAJ8 whole entry, looked up): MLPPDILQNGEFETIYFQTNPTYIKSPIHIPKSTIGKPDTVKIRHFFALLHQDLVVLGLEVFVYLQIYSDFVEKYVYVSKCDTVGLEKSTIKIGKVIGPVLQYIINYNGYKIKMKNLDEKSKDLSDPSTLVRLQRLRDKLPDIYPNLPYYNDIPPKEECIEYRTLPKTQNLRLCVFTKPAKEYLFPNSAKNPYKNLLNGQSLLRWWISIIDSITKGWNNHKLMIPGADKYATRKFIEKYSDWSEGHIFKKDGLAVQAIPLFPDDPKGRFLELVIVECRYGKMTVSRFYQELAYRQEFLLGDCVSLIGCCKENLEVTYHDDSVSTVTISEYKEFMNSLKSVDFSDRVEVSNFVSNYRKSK
DAGLB inhibitor: diacylglycerol lipase beta (human) inhibition; Q8NCG7; HEK293T DAGLB membrane lysate, EnzChek fluorogenic substrate; inhibition, % at 5.17 µM; 340,000 compounds, 0.059% hits; in the data active = inhibition above about 34%;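 also: 0% = enzyme with vehicle and 100% = wells lacking enzyme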
Target sequence (Q8NCG7 whole entry, looked up): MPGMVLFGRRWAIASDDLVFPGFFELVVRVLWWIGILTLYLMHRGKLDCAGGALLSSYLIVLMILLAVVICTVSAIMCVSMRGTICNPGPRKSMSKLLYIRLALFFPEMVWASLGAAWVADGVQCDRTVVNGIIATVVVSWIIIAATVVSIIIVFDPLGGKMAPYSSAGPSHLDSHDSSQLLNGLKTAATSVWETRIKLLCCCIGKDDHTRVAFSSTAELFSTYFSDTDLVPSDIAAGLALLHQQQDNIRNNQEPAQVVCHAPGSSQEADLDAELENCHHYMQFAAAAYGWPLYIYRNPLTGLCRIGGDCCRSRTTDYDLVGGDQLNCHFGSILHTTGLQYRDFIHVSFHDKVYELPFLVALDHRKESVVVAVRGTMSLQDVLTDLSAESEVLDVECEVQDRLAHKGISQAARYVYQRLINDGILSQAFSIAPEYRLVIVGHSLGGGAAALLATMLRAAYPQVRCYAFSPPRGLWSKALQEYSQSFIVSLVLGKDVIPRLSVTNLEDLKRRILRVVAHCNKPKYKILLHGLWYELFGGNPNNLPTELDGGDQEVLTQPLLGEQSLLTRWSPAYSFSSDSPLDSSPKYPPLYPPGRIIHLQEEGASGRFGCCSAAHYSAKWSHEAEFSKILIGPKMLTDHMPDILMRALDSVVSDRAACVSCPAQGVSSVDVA
Ecoli viability: bacterial growth inhibition, counter-screen for AddAB inhibitors | E. coli V3065 growth, OD600 absorbance, 18 h | inhibition, % at 11.9 µM | 330,000 compounds, 0.27% hits;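 active = inhibition above the campaign's mean inhibition across all tested compounds plus 3 SD, cut at about 9.9% in these data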;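 also: uninfected addAB+ strain grown without phage in ampicillin broth; 0% = DMSO wells and 100% = ciprofloxacin 0.95 µg/ml wells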
PfHsp90 yeast 2: inhibits growth of yeast expressing Plasmodium falciparum Hsp90; S. cerevisiae expressing PfHsp90, BacTiter-Glo ATP, 48 h; yeast lacking PDR1 and PDR3 efflux regulators; inhibition, % at 9.4 µM; 310,000 compounds, 0.32% hits; AID 504621;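 active = every replicate shows inhibition above about 80%, whatever the replicate mean, limit read from the data; inconclusive = mean inhibition reaches the set limit but some replicate falls short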;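 also: 0% = DMSO neutral controls and 100% = 20 µM radicicol positive controls; yeast relying on Plasmodium falciparum Hsp90 in place of its own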
phage Ecoli inh: E. coli growth loss with phage present; growth absorbance; inhibition, % at 11.9 µM; 360,000 compounds, 0.26% hits; AID 651602; in the data active = inhibition above about 11%
PvdQ acylase: blocks Pseudomonas aeruginosa PvdQ acylase activity. purified PvdQ acylase, fluorescence plate reader. inhibition, % at 10 µM. 340,000 compounds, 0.063% hits. AID 488965; in the data active = inhibition above about 30%, passing the limit was not always enough; inconclusive = no clear call, values can overlap the other calls;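 also: 0% = vehicle neutral wells and 100% = reference inhibitor wells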
Wnt act: Wnt/beta-catenin pathway activation | AID 743398 | Wnt/beta-catenin reporter cell assay, activator, plate reader | 300,000 compounds, 1.2% hits | activation, % at 9.35 µM; in the data active = activation above about 30%, passing the limit was not always enough; inconclusive = no clear call, values can overlap the other calls;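 also: 0% = neutral control wells and 100% = positive control wells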
Tat export inh: E. coli Tat transport inhibition | inhibition, % at 10 µM | E. coli MC4100 TorA-mCherry Tat export, fluorescence | 340,000 compounds, 0.036% hits;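 active = mean replicate inhibition at least 50% and at least half of replicates individually reaching 50%; inconclusive = only one of the two criteria met; inactive = neither criterion met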;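 also: exported cargo escapes ClpAP degradation while cytoplasmic cargo is degraded and loses fluorescence; 0% = median of neutral control wells and 100% = median of NaSCN control wells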
AddAB inh: less growth of phage-infected E. coli with AddAB. 330,000 compounds, 0.29% hits. E. coli expressing H. pylori AddAB, absorbance growth. inhibition, % at 11.9 µM. AID 435030; in the data active = inhibition above about 12%;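 also: 0% = vehicle wells of infected cells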
CAL PDZ inh: blocks peptide binding to human CAL PDZ domain; purified CAL PDZ, TMR-peptide fluorescence polarization, 1 h; inhibition, % at 20 µM; 330,000 compounds, 0.02% hits; AID 504414;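 active = highest replicate inhibition of at least 40%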;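 also: plate controls were DMSO neutral control wells for no effect and unlabeled competitor peptide control wells for full effect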
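System: tagged CAL PDZ domain. Schedule: 1 h room-temperature incubation prior to read. Signal: fluorescence polarization (mP). Measure: percent inhibition from loss of millipolarization.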
Active calls of the source: *; ? = inconclusive; · = not tested or not shown.

#1 CCOC(=O)C1CCCN(C(=O)CCCOc2cc(=O)n(C)c3ccccc23)C1 (stereo unspecified)
#2 COc1ccc(C(=O)N2CCCCC2)cc1S(=O)(=O)Nc1cccc(C(=O)O)c1
#3 Nc1cc(N)nc(SCC(=O)N2CCCCC2)n1
#4 Cc1cc(=O)c(C(=O)Nc2cccc(N3CCCC3=O)c2)nn1-c1ccccc1Cl
#5 CC(CCc1ccccc1)NC(=O)C1CCN(C(=O)c2sccc2-n2cccc2)CC1 (stereo unspecified)
#6 CCOc1cc(C(=O)N2CCCN(C)CC2)cc(OCC)c1OCC
#7 COc1ccccc1N1CCN(C(=O)Nc2ccc([N+](=O)[O-])cc2)CC1
#8 O=C(Nc1cccnc1)c1ccccc1-c1ccccc1
entry no. | 1 | 2 | 3 | 4 | 5 | 6 | 7 | 8
Wnt act | · | 0 | -4 | -1 | 2 | -2 | -3 | -1
PfHsp90 yeast 2 | 7 | -22 | · | · | 3 | -3 | 0 | -5
Ecoli viability | 1.8 | 1.1 | -2.4 | -2.1 | -1.5 | -0.7 | 1.2 | 0.2
Rtt109 HAT inh | -10 | -4 | 18 | 2 | -7 | 4 | 3 | 1
CAL PDZ inh | 0.6 | 0.3 | · | 0.7 | -1.8 | -0.8 | 0.0 | -2.8
phage Ecoli inh | 3.2 | 2.7 | 4.2 | 2.0 | 3.1 | 2.1 | 4.5 | 2.9
Tat export inh | -3 | -1 | 3 | -5 | -1 | ? | 0 | -7
AddAB inh | 0.0 | 1.1 | -0.8 | 0.9 | 0.2 | 2.5 | 4.7 | -1.1
PvdQ acylase | 0 | -1 | 1 | 9 | -7 | 4 | 6 | -19
DAGLB inhibitor | -2 | 2 | -5 | 0 | 3 | 1 | -4 | 1

#9 CC(=O)Nc1cc(-c2ccc(Cl)cc2)nn1-c1ccccc1
#10 Cc1ccc(-n2c(C)cc(C(=O)CN3CCOCC3)c2C)cc1
#11 CCc1ccc2c(CN(C)Cc3ccccc3OC)cc(=O)oc2c1
#12 Cc1cccc2c1-c1sc(C(=O)Nc3cccnc3)cc1CO2
#13 Cc1ccc(OCC(=O)O/N=C(\N)Cc2cccs2)cc1C
#14 COc1cccc(-c2noc(CCCC(=O)NC3CCCC3)n2)c1
#15 Cn1c(CCN2CCOCC2)nc2cc(NC(=O)COc3ccc(Cl)cc3)ccc21
#16 O=C1c2ccccc2-c2c1cccc2C(=O)N1CCOCC1
entry no. | 9 | 10 | 11 | 12 | 13 | 14 | 15 | 16
Wnt act | · | 10 | 3 | -1 | · | -2 | -6 | ·
PfHsp90 yeast 2 | -22 | -27 | 7 | 2 | -28 | 4 | · | 8
Ecoli viability | 2.4 | 0.9 | -2.2 | -2.0 | 0.8 | 1.0 | 0.2 | -0.7
Rtt109 HAT inh | -16 | 11 | -11 | -20 | -5 | -3 | 3 | 1
CAL PDZ inh | -1.6 | 0.1 | -0.4 | -1.8 | -1.2 | -2.8 | -1.7 | ·
phage Ecoli inh | 1.6 | 1.7 | 2.7 | 1.4 | 2.1 | 1.8 | 1.4 | 2.3
Tat export inh | 2 | -10 | 2 | -1 | 1 | -3 | 2 | -13
AddAB inh | 3.4 | 2.7 | -1.4 | 1.1 | 1.4 | 2.7 | 0.9 | 0.8
PvdQ acylase | -8 | -11 | -15 | -6 | 5 | 2 | -6 | 11
DAGLB inhibitor | 0 | 0 | -9 | 3 | -12 | -1 | -2 | -1

#17 O=C(Cn1nc(C(F)(F)F)cc1C1CC1)Nc1ccccc1F
#18 S=C(NCCCc1ccccc1)NC1CCCCC1
#19 O=C(CCN1C(=O)C2C3C=CC(C3)C2C1=O)Nc1ccccn1 (stereo unspecified)
#20 O=C(O)c1cc(S(=O)(=O)N2CCN(C(c3ccccc3)c3ccccc3)CC2)ccc1Cl
#21 CCC1CCc2sc(C(=O)NNC(=S)NCC3CCCO3)cc2C1 (stereo unspecified)
#22 CCCCOc1ccc(C(=O)NCC(=O)NC(C)CCc2ccccc2)cc1 (stereo unspecified)
#23 COc1cccc(NS(=O)(=O)c2cc3c4c(c2)CCC(=O)N4CCC3)c1
#24 O=C(c1ccc(S(=O)(=O)Nc2ccccc2F)cc1)N1CCC1
entry no. | 17 | 18 | 19 | 20 | 21 | 22 | 23 | 24
Wnt act | -2 | 0 | · | 2 | 0 | 5 | 5 | 4
PfHsp90 yeast 2 | -10 | 1 | 2 | 9 | -75 | 6 | 9 | ·
Ecoli viability | 2.0 | 2.6 | 0.7 | 1.4 | -2.3 | · | 0.0 | 1.2
Rtt109 HAT inh | -6 | 2 | 4 | -4 | -2 | 0 | -1 | -3
CAL PDZ inh | -1.6 | -1.6 | 7.2 | · | -0.8 | -2.0 | -1.1 | -2.2
phage Ecoli inh | 2.8 | 2.2 | 1.8 | -0.5 | -0.6 | 1.6 | 0.2 | -0.4
Tat export inh | -12 | 0 | -5 | 4 | -10 | 0 | 5 | 1
AddAB inh | 2.7 | 0.6 | 1.7 | 1.6 | -1.3 | · | 1.3 | -3.1
PvdQ acylase | -9 | 1 | -13 | -10 | -1 | 12 | -11 | 0
DAGLB inhibitor | -3 | -3 | -1 | 9 | -5 | -1 | 1 | -1

An excerpt from above, showing only CAL PDZ inh, DAGLB inhibitor and AddAB inh:
No. | structure | CAL PDZ inh | DAGLB inhibitor | AddAB inh
19 | O=C(CCN1C(=O)C2C3C=CC(C3)C2C1=O)Nc1ccccn1 (stereo unspecified) | 7.2 | -1 | 1.7
20 | O=C(O)c1cc(S(=O)(=O)N2CCN(C(c3ccccc3)c3ccccc3)CC2)ccc1Cl | · | 9 | 1.6
21 | CCC1CCc2sc(C(=O)NNC(=S)NCC3CCCO3)cc2C1 (stereo unspecified) | -0.8 | -5 | -1.3
17 | O=C(Cn1nc(C(F)(F)F)cc1C1CC1)Nc1ccccc1F | -1.6 | -3 | 2.7

More compounds
#25 COc1ccc(S(=O)(=O)N2CCC(NC(=O)OCc3c(Cl)cccc3Cl)CC2)cc1
#26 CC1(OC(=O)CCc2ccccc2)C(=O)C=C2C=C(c3ccc(C#N)cc3)N(Cc3ccccc3)C=C2C1=O (stereo unspecified)
#27 COc1cc(C(=O)OCCc2cc3ccccc3c(=O)o2)cc(OC)c1OC
#28 CCCS(=O)(=O)N1CCCC(C(=O)NCCN2CCOCC2)C1 (stereo unspecified)
#29 Nc1ccn(-c2ncc(C(F)(F)F)cc2Cl)c(=O)n1
#30 C=CCOC(=O)c1ccccc1C(=O)OCC=C
#31 CSc1ccc(CN2CCCCCC2)cc1
#32 Cn1cccc1C(=O)Nc1ccc(N2CCOCC2)cc1
entry no. | 25 | 26 | 27 | 28 | 29 | 30 | 31 | 32
Wnt act | 19 | -3 | -15 | · | -2 | -1 | -1 | 38*
PfHsp90 yeast 2 | -1 | 14 | -2 | -29 | 15 | -11 | 14 | -6
Ecoli viability | 0.4 | -0.8 | -2.0 | 2.8 | -1.1 | -0.3 | -1.4 | 0.8
Rtt109 HAT inh | 5 | -2 | 2 | 6 | 6 | -2 | 13 | -2
CAL PDZ inh | 0.0 | 0.5 | -1.2 | -0.5 | 0.0 | -0.2 | -0.6 | -0.4
phage Ecoli inh | 1.4 | 2.3 | 1.0 | 0.5 | 1.9 | -0.1 | 2.5 | 0.9
Tat export inh | -1 | 8 | 0 | -1 | 3 | -7 | -4 | 1
AddAB inh | 3.3 | 0.7 | 0.4 | 1.4 | -1.4 | 0.9 | 2.2 | -0.7
PvdQ acylase | -14 | ? | 5 | -16 | -13 | 1 | -8 | 2
DAGLB inhibitor | -6 | 8 | -8 | -1 | 2 | -6 | -2 | 0

Single records (already shown).
C=CCOC(=O)c1ccccc1C(=O)OCC=C as listed: Wnt act: -1; PfHsp90 yeast 2: -11; Ecoli viability: -0.3; Rtt109 HAT inh: -2; CAL PDZ inh: -0.2; phage Ecoli inh: -0.1; Tat export inh: -7; AddAB inh: 0.9; PvdQ acylase: 1; DAGLB inhibitor: -6
CC1(OC(=O)CCc2ccccc2)C(=O)C=C2C=C(c3ccc(C#N)cc3)N(Cc3ccccc3)C=C2C1=O (stereo unspecified) as listed: Wnt act: -3; PfHsp90 yeast 2: 14; Ecoli viability: -0.8; Rtt109 HAT inh: -2; CAL PDZ inh: 0.5; phage Ecoli inh: 2.3; Tat export inh: 8; AddAB inh: 0.7; PvdQ acylase: ?; DAGLB inhibitor: 8
COc1ccc(S(=O)(=O)N2CCC(NC(=O)OCc3c(Cl)cccc3Cl)CC2)cc1 as listed: Wnt act: 19; PfHsp90 yeast 2: -1; Ecoli viability: 0.4; Rtt109 HAT inh: 5; CAL PDZ inh: 0.0; phage Ecoli inh: 1.4; Tat export inh: -1; AddAB inh: 3.3; PvdQ acylase: -14; DAGLB inhibitor: -6

Remaining list, next part
#33 COc1ccc(NCN2C(=O)C3C4C=CC(C4)C3C2=O)cc1 (stereo unspecified)
#34 O=C(CN1C(=O)c2cccnc2Oc2ccc(Cl)cc21)NC1CCCCC1
#35 Cc1ccc(N(C(=O)Cn2nnc3ccccc32)C(C(=O)NCc2ccco2)c2cccnc2)cc1 (stereo unspecified)
#36 O=C(NCCc1ccc2c(c1)OCCO2)c1ccccn1
#37 Cc1ccccc1-n1c(Cn2c(=O)sc3ccccc32)nnc1SCC(=O)NCC1CCCO1 (stereo unspecified)
#38 Cc1ccc2c(c1)-c1ccccc1S(=O)(=O)N2
#39 Cc1nc2cc(NC(=O)N3CC4(C)CC3CC(C)(C)C4)ccc2n1C (stereo unspecified)
#40 COc1ccc(-n2cnnc2SCC(=O)Nc2cccc([N+](=O)[O-])c2)cc1
entry no. | 33 | 34 | 35 | 36 | 37 | 38 | 39 | 40
Wnt act | 1 | -1 | · | 22 | -4 | -1 | -3 | -5
PfHsp90 yeast 2 | 13 | 18 | -22 | -23 | -9 | -39 | -16 | 0
Ecoli viability | 1.5 | 0.7 | 0.2 | 0.1 | -1.1 | -2.1 | -1.1 | -2.3
Rtt109 HAT inh | 2 | 16 | -1 | -3 | 11 | -1 | -9 | -4
CAL PDZ inh | -1.3 | -0.7 | -0.6 | -1.5 | 0.0 | -1.8 | -0.2 | 1.2
phage Ecoli inh | 3.9 | 3.3 | 3.5 | 1.7 | 2.9 | 0.2 | 0.0 | 4.3
Tat export inh | 2 | 20 | -6 | 1 | 3 | 0 | -1 | -1
AddAB inh | 3.9 | 4.5 | 3.5 | 3.7 | 4.3 | -1.0 | -0.6 | 5.2
PvdQ acylase | -5 | 9 | -8 | 23 | 6 | -13 | -4 | -10
DAGLB inhibitor | -2 | 1 | 1 | 0 | 3 | 1 | 0 | -3

#41 O=S1(=O)NC(=NCc2ccco2)c2ccccc21
#42 CCCC(=NCC(=O)O)C1=C(O)C(C(=O)OC)C(C)(C)CC1=O (stereo unspecified)
#43 Cc1occc1C(=O)NCCc1cccc(Cl)c1
#44 COc1cc(C(=O)NC(C)Cc2ccccn2)ccc1OC1CCN(C(C)=O)CC1 (stereo unspecified)
#45 Oc1ccc(Nc2ncnc3c2oc2ccccc23)cc1
entry no. | 41 | 42 | 43 | 44 | 45
Wnt act | -4 | 0 | · | 1 | 15
PfHsp90 yeast 2 | 26 | -4 | · | -34 | -38
Ecoli viability | -1.6 | -0.2 | 1.2 | · | 1.8
Rtt109 HAT inh | -10 | 12 | -3 | 0 | 3
CAL PDZ inh | -1.5 | -0.6 | -1.2 | -2.5 | ·
phage Ecoli inh | 2.3 | 1.6 | 1.8 | -1.1 | -0.7
Tat export inh | -3 | 8 | 3 | 0 | -6
AddAB inh | 2.1 | -0.8 | 5.8 | · | 0.1
PvdQ acylase | -5 | -13 | -4 | -18 | -5
DAGLB inhibitor | 6 | 0 | 0 | 1 | 0
